Bioassay records: PubChem, The Scripps Research Institute Molecular Screening Center
MITF inh = inhibitors of human MITF; O75030; AlphaScreen MITF homodimerization, bead proximity signal; inhibition, % at 2.6 µM; hit rate 0.91% among 650,000; AID 1259374; in the data active means inhibition above about 50%;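 further: 0% = vehicle wells with protein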
Target sequence (O75030 whole entry, looked up): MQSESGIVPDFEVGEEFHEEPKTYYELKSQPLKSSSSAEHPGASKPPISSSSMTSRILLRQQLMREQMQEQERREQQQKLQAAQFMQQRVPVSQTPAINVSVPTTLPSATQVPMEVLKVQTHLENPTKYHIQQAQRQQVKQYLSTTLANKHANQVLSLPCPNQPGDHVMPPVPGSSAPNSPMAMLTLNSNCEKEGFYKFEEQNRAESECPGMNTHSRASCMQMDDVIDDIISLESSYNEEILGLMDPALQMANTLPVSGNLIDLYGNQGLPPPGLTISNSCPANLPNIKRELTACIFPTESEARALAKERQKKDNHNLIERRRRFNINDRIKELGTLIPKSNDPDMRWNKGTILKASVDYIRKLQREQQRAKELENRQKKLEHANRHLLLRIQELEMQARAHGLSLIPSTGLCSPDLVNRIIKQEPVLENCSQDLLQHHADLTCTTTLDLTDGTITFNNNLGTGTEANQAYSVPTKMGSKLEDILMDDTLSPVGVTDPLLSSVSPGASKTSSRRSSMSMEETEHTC
FBW7 activator = human FBW7 E3 ligase activation, primary screen | normalized activity (activation), % at 26.1 µM | hit rate 0.13% among 650,000 | AlphaScreen FBW7–phospho-cyclin E peptide binding, activator screen; in the data active means normalized activity above about 1.9%;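 further: purified mutant Fbw7 with reduced substrate affinity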
TEAD-YAP inh = TEAD-YAP interaction inhibition. HEK-TIYL cells, TEAD-Gal4/YAP UAS-luciferase luminescence. inhibition, % at 9.12 µM. hit rate 1.4% among 640,000; in the data active means inhibition above about 32%;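 further: 0% = median of test compound wells and 100% = reference inhibitor wells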
GPR151 ag = activators of human GPR151; AID 1508602; PathHunter beta-arrestin GPR151 cells, luminescence; activation, % at 11.2 µM; hit rate 1% among 650,000; Q8TDV0; in the data active means activation above about 4.9%;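 further: 0% = median of compound wells and 100% = cells with positive control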
Target sequence (Q8TDV0 whole entry, looked up): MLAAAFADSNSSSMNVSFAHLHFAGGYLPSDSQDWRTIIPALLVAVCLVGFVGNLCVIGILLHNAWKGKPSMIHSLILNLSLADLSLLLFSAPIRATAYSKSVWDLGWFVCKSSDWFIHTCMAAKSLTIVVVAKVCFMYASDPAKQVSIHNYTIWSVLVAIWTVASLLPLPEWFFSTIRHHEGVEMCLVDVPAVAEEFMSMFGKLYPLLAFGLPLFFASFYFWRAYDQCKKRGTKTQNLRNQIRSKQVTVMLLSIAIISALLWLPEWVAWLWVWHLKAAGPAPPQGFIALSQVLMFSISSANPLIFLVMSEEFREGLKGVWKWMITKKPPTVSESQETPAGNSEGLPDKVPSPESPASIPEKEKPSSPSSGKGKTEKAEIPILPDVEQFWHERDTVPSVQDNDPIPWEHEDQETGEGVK
Starred values were filed as active, the others as inactive.

#1 COCCNC(=O)C1CC(C(c2ccccc2)c2ccccc2)=NO1 (stereo not drawn)
#2 COc1ccc(S(=O)(=O)N(CC(=O)N(C)Cc2ccccc2)c2ccc(Cl)cc2)cc1
#3 O=c1c2sccc2nc(SCc2c(F)cccc2Cl)n1-c1ccc(Br)cc1
#4 COC(CN(C)C(=O)CCC(=O)n1ncc2c(C)cccc21)OC
#5 CCc1ccc(N2C(=O)/C(=C/c3ccc(N4CCOCC4)o3)C(=O)NC2=S)cc1
#6 Cc1ccc(C(=O)NCCCCNC(=O)c2ccc(C)nc2)cn1
#7 O=C(O)c1c2c(nc3ccccc13)/C(=C/c1cccc(Cl)c1)CN(Cc1ccccc1)C2
#8 CC(=O)Nc1ccc(Nc2ccnc(Nc3ccc(C(F)(F)F)cc3)n2)cc1

entry no. | 1 | 2 | 3 | 4 | 5 | 6 | 7 | 8
MITF inh | -5 | -7 | -5 | -9 | -6 | 11 | 21 | 11
FBW7 activator | 0.1 | -0.1 | -0.3 | -0.1 | 0.0 | 0.2 | 0.6 | 0.0
TEAD-YAP inh | -19 | -5 | 7 | -7 | -3 | 1 | 5 | 60*
GPR151 ag | -0.4 | -0.6 | 0.8 | 0.0 | -0.5 | -0.2 | -0.6 | -0.3

Part of the list above in order of SMILES length, falling.
#7 O=C(O)c1c2c(nc3ccccc13)/C(=C/c1cccc(Cl)c1)CN(Cc1ccccc1)C2
#2 COc1ccc(S(=O)(=O)N(CC(=O)N(C)Cc2ccccc2)c2ccc(Cl)cc2)cc1
#5 CCc1ccc(N2C(=O)/C(=C/c3ccc(N4CCOCC4)o3)C(=O)NC2=S)cc1
#8 CC(=O)Nc1ccc(Nc2ccnc(Nc3ccc(C(F)(F)F)cc3)n2)cc1
#3 O=c1c2sccc2nc(SCc2c(F)cccc2Cl)n1-c1ccc(Br)cc1
#4 COC(CN(C)C(=O)CCC(=O)n1ncc2c(C)cccc21)OC
#6 Cc1ccc(C(=O)NCCCCNC(=O)c2ccc(C)nc2)cn1

entry no. | 7 | 2 | 5 | 8 | 3 | 4 | 6
MITF inh | 21 | -7 | -6 | 11 | -5 | -9 | 11
FBW7 activator | 0.6 | -0.1 | 0.0 | 0.0 | -0.3 | -0.1 | 0.2
TEAD-YAP inh | 5 | -5 | -3 | 60* | 7 | -7 | 1
GPR151 ag | -0.6 | -0.6 | -0.5 | -0.3 | 0.8 | 0.0 | -0.2

The results go on:
#9 Cc1ccc(F)c(NC(=O)C2CC(=O)N(c3ccc(Br)cc3)C2)c1 (stereo not drawn)
#10 CC1CC(C)CN(C(=O)COC(=O)c2cc3cccc([N+](=O)[O-])c3oc2=O)C1 (stereo not drawn)
#11 O=C1CN=C(Nc2ccccc2Cl)N1C1CCCC1
#12 Nc1nonc1C(=O)NCc1ccc2c(c1)OCO2
#13 O=C(O)C1CCCN1S(=O)(=O)c1cccs1 (stereo not drawn)
#14 COC(=O)C(NC=O)C(O)(C#Cc1ccccc1)C(F)(F)F (stereo not drawn)
#15 CCC1(C(=O)c2ccc(C)cc2)C(c2ccccc2)C1(C(=O)OC)C(=O)OC (stereo not drawn)
#16 CCOC(=O)c1ccccc1NC(=O)c1sc2ncn(CC(=O)N3CC(C)CC(C)C3)c(=O)c2c1C (stereo not drawn)

entry no. | 9 | 10 | 11 | 12 | 13 | 14 | 15 | 16
MITF inh | 10 | -1 | 4 | -3 | -1 | -56 | -6 | -14
FBW7 activator | 0.1 | 0.0 | -0.2 | 0.0 | 0.1 | 0.3 | -0.1 | -0.1
TEAD-YAP inh | -1 | 0 | -11 | 5 | 7 | 2 | 0 | -4
GPR151 ag | 1.3 | -0.2 | 1.3 | 0.0 | 0.8 | 0.0 | 0.2 | 0.0

#17 COc1ccc(C(=O)Nc2ccc(C(=O)Nc3cccnc3)cc2)cc1
#18 CC(=O)N1CCN(C(=O)c2ccc(N3CC4CC(C3)c3cccc(=O)n3C4)c([N+](=O)[O-])c2)CC1 (stereo not drawn)
#19 COc1cccc(OC)c1[C@@H]1C[C@H]2CN(Cc3cccc(Cl)c3)C(=O)[C@]23CCCN13
#20 CCSCCOC(=O)C1=C(C)NC2=C(C(=O)CC(c3cccs3)C2)C1c1cccs1 (stereo not drawn)
#21 CCc1ccc(-n2c(=S)sc3c(=O)n(-c4ccc(C)cc4)c(SCc4ccc(C)cc4C)nc32)cc1
#22 O=C(Nc1c2c(nn1-c1ccc(Oc3ccccc3)cc1)CSC2)c1cccc(C(F)(F)F)c1
#23 CCCCCCOc1ccc(OC(=O)c2ccc(C(=O)Oc3ccc(OCCCCCC)cc3)nc2)cc1
#24 Cc1ccccc1-c1n[nH]c(=S)n1N

entry no. | 17 | 18 | 19 | 20 | 21 | 22 | 23 | 24
MITF inh | 0 | 5 | 0 | 8 | 8 | -7 | -3 | 7
FBW7 activator | -0.3 | 0.2 | 0.0 | 0.4 | 0.2 | -0.2 | 0.1 | -0.1
TEAD-YAP inh | 1 | -4 | 10 | 10 | 6 | -7 | -6 | 5
GPR151 ag | 0.3 | -0.6 | 0.1 | 2.8 | -1.6 | 0.5 | 0.0 | -1.2

#25 Cc1nc(NC(=O)Cc2ccc(Cl)cc2)ccc1Br
#26 Cc1ccccc1NC(=O)Cn1c(=O)n(C(C)C)c(=O)c2oc3ccccc3c21
#27 CC1=C(C#N)C(c2ccccc2I)C2=C(CCCC2=O)N1 (stereo not drawn)
#28 Cc1cc(-c2nc3ncccc3o2)ccc1NC(=O)Cc1ccccc1
#29 O=C(CSc1nnc(NC(=O)c2ccc([N+](=O)[O-])cc2)s1)NC1CCCCC1
#30 OCCNc1nc2ccccc2n1-c1ncnc2sc3c(c12)CCCC3
#31 COC(=O)c1ccc(C(=O)NC(=S)Nc2nc3ccc4ccccc4c3s2)cc1
#32 Cc1ccc(CNC(=O)c2ccc3c(c2)ncn3-c2ccc(C)cc2C)cc1

entry no. | 25 | 26 | 27 | 28 | 29 | 30 | 31 | 32
MITF inh | 9 | -1 | 14 | -3 | -12 | 5 | -3 | 9
FBW7 activator | -0.2 | -0.1 | 0.3 | -0.2 | 0.1 | -0.1 | -0.1 | -0.1
TEAD-YAP inh | -63 | 1 | 11 | 6 | -4 | 7 | 5 | 16
GPR151 ag | 0.8 | 1.7 | -0.3 | 0.2 | -0.5 | -2.1 | -0.4 | 0.9

#33 Cc1sc2nc(C3CCCCC3)nc(SCC(=O)N3CCOCC3)c2c1C
#34 CC(=O)Oc1ccc(/C(C)=N/NC(=O)c2cnccn2)cc1
#35 CC(CCO)NC(=O)/C=C/c1ccccc1[N+](=O)[O-] (stereo not drawn)
#36 CC(C)Cc1ccc(S(=O)(=O)Nc2ccc(Br)cn2)cc1
#37 N#Cc1c(-c2ccccc2)cc(-c2ccccc2)nc1N
#38 COc1ccccc1CC(=O)N(C(C)C)C(C)C
#39 Cc1ccccc1NC(=S)N1CCN(C(=O)c2ccco2)CC1
#40 O=C(NCCCc1ccccc1)c1c(O)c2cccc3c2n(c1=O)CC3

entry no. | 33 | 34 | 35 | 36 | 37 | 38 | 39 | 40
MITF inh | 4 | 8 | 3 | 1 | -9 | -9 | -31 | -9
FBW7 activator | -0.1 | 0.0 | 0.7 | 0.1 | 0.0 | -0.1 | 0.0 | 0.0
TEAD-YAP inh | -10 | -50 | -6 | 0 | 5 | -5 | -1 | -8
GPR151 ag | 1.6 | -0.6 | 0.2 | 1.8 | -0.9 | -0.8 | 0.9 | 2.2

#41 CC(C)CCn1c(=N)c(C#N)cc2c(=O)n3ccccc3nc21
#42 COc1cccc(CN2CCN(C3CCC(=O)N(Cc4ccc(F)cc4F)CC3)CC2)c1 (stereo not drawn)
#43 CCN1C(=O)C2NN=C(C(=O)OC)C2C1=O (stereo not drawn)
#44 CCc1ccc2[nH]c3nc(SCC(=O)Nc4nnc(C)s4)nnc3c2c1
#45 CCc1ccc(C(=O)NC(CCSC)C(=O)O)cc1 (stereo not drawn)
#46 CC(=O)C(C)Sc1nc2nc(C)cc(C)n2n1 (stereo not drawn)
#47 CN(C)c1cccc(C(=O)NCc2ccsc2)c1
#48 CCN(CC)c1ccc(/C=N/NC(=O)c2ccco2)c(O)c1

entry no. | 41 | 42 | 43 | 44 | 45 | 46 | 47 | 48
MITF inh | -11 | 10 | 3 | -8 | -2 | -4 | -2 | 14
FBW7 activator | 0.2 | -0.1 | -0.2 | -0.2 | 0.1 | 0.0 | -0.3 | 0.1
TEAD-YAP inh | -8 | 2 | -2 | 4 | 5 | 2 | -15 | -45
GPR151 ag | -0.1 | -0.4 | -0.6 | 0.7 | 0.5 | 0.6 | 1.4 | -2.4

#49 COc1ccc(C(=O)O)cc1S(=O)(=O)NC1CCN(Cc2ccccc2)CC1
#50 O=C1Nc2ccccc2N2CCCC12 (stereo not drawn)
#51 C=CCOc1c(Cl)cc(Cl)cc1C=O
#52 Cc1ccc(C(=O)Oc2ccccc2/C=N/N=C2\NC(=O)C(CC(=O)O)S2)cc1 (stereo not drawn)
#53 Cc1cccc(NS(=O)(=O)c2ccc(N=Cc3c(C)[nH]n(-c4ccc(Cl)cc4)c3=O)cc2)c1
#54 COc1cc(NC(=O)c2ccnc(-c3cccs3)c2)cc(OC)c1OC
#55 c1ccc(CC23CC4CC(CC(C4)C2)C3)nc1
#56 Cc1ccc(NC(=O)CN(C)C(=O)COc2cc(F)ccc2[N+](=O)[O-])cc1

entry no. | 49 | 50 | 51 | 52 | 53 | 54 | 55 | 56
MITF inh | 2 | 7 | 8 | 10 | -2 | 26 | -6 | 4
FBW7 activator | -0.2 | -0.1 | -0.1 | -0.3 | -0.2 | 0.0 | -0.1 | 0.1
TEAD-YAP inh | 0 | 5 | 2 | -16 | -10 | -9 | 7 | -8
GPR151 ag | 1.1 | 0.2 | 2.3 | 7.5* | -1.7 | 1.7 | 0.5 | 1.8

#57 O=C(Nc1ccccn1)c1cc(-n2cnnc2)ccc1Cl
#58 CN(Cc1ccccc1)C1=NS(=O)(=O)c2ccccc21
#59 CCOC(=O)Cc1ccc(N(Cc2ccc(F)cc2)S(=O)(=O)c2ccc(F)c(C)c2)cc1
#60 O=C(CSc1ccc2nnc(-c3ccccc3)n2n1)NCc1ccco1
#61 CCOC(=O)N/N=C/c1ccccc1C(F)(F)F
#62 N#C/C(=C\c1ccc(OCC(N)=O)cc1)c1nc2ccccc2c(=O)[nH]1
#63 NC(=O)c1c(NC(=O)c2ccc(Oc3ccccc3)cc2)sc2c1CCCCC2
#64 Cn1c(N)c(C(=O)COC(=O)c2cccnc2)c(=O)n(C)c1=O

entry no. | 57 | 58 | 59 | 60 | 61 | 62 | 63 | 64
MITF inh | 7 | -17 | -4 | -5 | 6 | -6 | -2 | 3
FBW7 activator | 0.2 | -0.2 | -0.1 | -0.3 | 0.0 | -0.2 | -0.2 | -0.1
TEAD-YAP inh | 11 | 5 | -23 | -6 | 2 | 4 | -2 | 2
GPR151 ag | 0.9 | 0.9 | -1.1 | -0.3 | 0.7 | -0.2 | -0.9 | 0.8

#65 Cc1cccnc1/N=C/c1c(O)c2ccccc2oc1=O
#66 CC(C#N)OC(=O)c1cc([N+](=O)[O-])ccc1NCc1ccccc1 (stereo not drawn)
#67 CC(C)(C)NC(=O)CN(CCc1ccccc1)C(=O)c1csnn1
#68 FC(F)(F)c1cccc(-n2cc(-c3ccccc3)c3c(NC4CCCCC4)ncnc32)c1
#69 COc1cc(OC)cc(C(=O)N2CCN(C(=O)c3ccncc3)CC2)c1
#70 CCOC(=O)c1c(NC(=O)C(C)Sc2nnc(CNC(=O)c3ccccc3OC)n2Cc2ccccc2)sc2c1CCC2 (stereo not drawn)
#71 COc1ccc(-c2cc(C(F)(F)F)n3ncc(C(=O)N(C)Cc4ccccc4)c3n2)cc1
#72 CCOc1ccc(/C(O)=C2/C(=O)C(=O)N(CCCN(C)C)C2c2ccc(N(C)C)cc2)c(C)c1 (stereo not drawn)

entry no. | 65 | 66 | 67 | 68 | 69 | 70 | 71 | 72
MITF inh | 2 | 17 | 9 | 13 | 13 | -5 | -17 | 25
FBW7 activator | 0.1 | -0.2 | 0.1 | 0.0 | 0.6 | 0.0 | 0.4 | 0.1
TEAD-YAP inh | 1 | -9 | -3 | 3 | 14 | 4 | -19 | 8
GPR151 ag | -1.8 | -0.6 | -0.7 | 0.4 | -0.4 | 0.2 | 0.6 | 0.6

#73 Cc1cc(C)cc(N(CC(=O)Nc2ccccc2F)S(=O)(=O)c2c(C)noc2C)c1
#74 N#Cc1c(NC(=O)CSc2nnnn2C2CCCC2)sc2c1CCCC2
#75 COCCNc1nc(CN2CCCCC2CCOC)nc2c(C)cccc12 (stereo not drawn)
#76 CC(=O)N1C(=O)C2(C(C#N)=C(N)Oc3n[nH]c(-c4ccc(F)cc4)c32)c2ccccc21 (stereo not drawn)
#77 COc1ccc(CCNS(=O)(=O)c2ccccc2[N+](=O)[O-])cc1OC
#78 CC(=O)N(C)c1ccc(NC(=O)C(C(C)C)N2C(=O)c3ccccc3C2=O)cc1 (stereo not drawn)
#79 Cc1ccnc(SCc2cc(=O)c(OC(=O)c3ccc(Cl)cc3Cl)co2)n1

entry no. | 73 | 74 | 75 | 76 | 77 | 78 | 79
MITF inh | -7 | 1 | -8 | 11 | 5 | 7 | -8
FBW7 activator | 0.0 | 0.0 | -0.1 | 0.7 | 0.2 | 0.0 | -0.6
TEAD-YAP inh | -11 | 21 | -2 | 17 | -8 | 8 | -7
GPR151 ag | -0.6 | 0.6 | 0.9 | 0.7 | -0.6 | -1.1 | -2.2

2 entries from above, with two lines to a compound.
Under each structure: MITF inh	FBW7 activator	TEAD-YAP inh	GPR151 ag
#78 CC(=O)N(C)c1ccc(NC(=O)C(C(C)C)N2C(=O)c3ccccc3C2=O)cc1 (stereo not drawn)
 : 7	0.0	8	-1.1
#79 Cc1ccnc(SCc2cc(=O)c(OC(=O)c3ccc(Cl)cc3Cl)co2)n1
 : -8	-0.6	-7	-2.2
